# Bioassay records from PubChem.
# HIF act = HIF pathway transcriptional activation; U2OS HRE-luciferase reporter, luminescence; normalized: DMSO 0%, desferrioxamine 100%; activation, % at 7.5 µM (by protocol); 300,000 tested, 0.32% active; AID 1910;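 active means mean activation of at least 10% of the iron chelator positive control signal, with at least half of replicates also reaching 10%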
# KLF5 inhibitor = kruppel-like factor 5 inhibition | DLD-1 KLF5 promoter-luciferase reporter, luminescence | inhibition, % at 5 µM | 290,000 tested, 0.23% active;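 active means inhibition above a per-plate limit of that plate's mean compound inhibition plus 3 SD, cut at about 60% in these data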;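 further: 0% = DMSO wells and 100% = LY294002 at 200 µM; higher means less KLF5 promoter-driven luciferase light; inactives centre near -14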
# Platelet DG rel = platelet dense granule release activity. human platelet-rich plasma, SFLLRN dense granule ATP release, luminescence. inhibition, %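 (compounds screened at 7.5 µM in platelet-rich plasma)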. 300,000 tested, 0.22% active. AID 1663;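 active means mean replicate score, as percent of positive control, at or above 50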
# AI-2 QS modul = modulates the Vibrio harveyi AI-2 quorum sensing system | Vibrio harveyi JMH597 AI-2 luminescence/OD600 ratio, 9 h; stronger effect = lower value; strain lacks LuxN and CqsS sensors; 0 = neutral-control median | activity change, % at 7.5 µM | 300,000 tested, 0.4% active | AID 2094; in the data active means activity change below about -75%, passing the limit was not always enough;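 further: luminescence divided by OD600 gain over 9 h not by final OD600 alone; inactives centre near 13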
# SKKanGAS inh = SKKanGAS growth inhibition | S. pyogenes SKKanGAS, kanamycin growth, BacTiter-Glo, 6 h | inhibition, % at 7.5 µM | 300,000 tested, 1.3% active;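 active means mean replicate score, as percent of positive control median, at least 50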;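 further: strain carries kanamycin resistance gene driven by streptokinase promoter and grows in 40 µg/ml kanamycin; loss of luminescence reflects streptokinase promoter inhibition or plain growth inhibition; 0% = median of DMSO wells and 100% = positive control at its reference dose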
# HSP90 inh = inhibitors of HSP90 luciferase refolding in rabbit reticulocyte lysate; luciferase refolding luminescence, 3 h; inhibition, % at 5.6 µM; 290,000 tested, 0.91% active;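 active means inhibition above the screen-wide mean plus 3 SD, computed separately per campaign, cut at about 16% in these data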;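 further: 0% = DMSO wells and 100% = 60 µM geldanamycin wells; inhibitors lower the luminescence because luciferase stays unfolded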
# IEC-6 cytotox = counter-screen for KLF5 inhibitors: cytotoxicity in IEC-6 cells. 290,000 tested, 0.78% active. inhibition, % at 5 µM. IEC-6 cytotoxicity, luminescence viability; in the data active means inhibition above about 22%;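 further: 0% = plate median of test compound wells and 100% = cytotoxic reference compound wells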
# aSyn UTR inh = MLPCN primary screen, SNCA 5' untranslated region; alpha-synuclein 5'UTR reporter, inhibitor activity; inhibition, % (tested at 7.5 µM); AID 1813; 300,000 tested, 0.82% active; in the data active means inhibition above about 60%;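 further: H4 neuroglioblastoma cells stably carrying SNCA 5'UTR luciferase fusion; 0% = DMSO wells and 100% = positive control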
# HSF1 inhib = HSF1 inhibition; NIH3T3-HGL HSE-luciferase, MG132-induced, luminescence 8 h; stronger effect = lower value; activity change, negative = inhibition, % at 7.5 µM (by protocol); 300,000 tested, 0.77% active;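 active means more than half of replicate wells show activity change below -50%, luminescence cut by over half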;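 further: luciferase reports HSF-1 transcriptional activity via heat shock element; 0% = median of DMSO wells and -100% = zero luminescence signal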
# HSF-1 act = increases HSF-1 driven luciferase reporter signal. NIH3T3-HGL HSF-1 luciferase reporter, MG132, 8 h; 100% = twice DMSO control signal. activation, % at 9 µM. 300,000 tested, 1.7% active;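 active means mean replicate activation of at least 50% with a set share of replicates each reaching 50%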;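 further: 0% = median of the neutral control wells and 100% = twice that signal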
# Starred values were filed as active, the others as inactive; x = not tested or not shown.
SMILES	HIF act	KLF5 inhibitor	Platelet DG rel	AI-2 QS modul	SKKanGAS inh	HSP90 inh	IEC-6 cytotox	aSyn UTR inh	HSF1 inhib	HSF-1 act
C#CCOCCOCCOCCNc1nc(N2CCN(C(=O)[C@H](C(C)C)n3cc(CCO)nn3)CC2)nc(N2CCN(C(=O)[C@H](C(C)C)n3cc(CCO)nn3)CC2)n1	-1.9	-2	2	23	6	-4	8	9	-5	-1
C#CC(C)OC(=O)Nc1cnccc1C(F)(F)F (stereo not given)	0.3	-20	-14	16	-4	-1	-3	5	-5	-12
O=C(O)C1CC=CCC1C(=O)Nc1cccc(F)c1 (stereo not given)	0.1	-5	-7	7	-2	1	0	-29	x	x
COc1ccc(Nc2ccc([N+](=O)[O-])c3nonc23)c(OC)c1	-0.8	-20	10	-2	3	7	6	-20	3	17
CCOC(=O)/C(=C/Nc1ccccc1)[N+](=O)[O-]	0.1	-18	-2	-1	-5	3	10	10	-4	-1
CN(Cc1cnccn1)C(=O)c1cc(COc2cccc(C(F)(F)F)c2)on1	-2.2	-58	2	-93*	-2	-3	0	-19	-7	9
CCS(=O)(=O)c1nc(S(=O)(=O)c2ccc(C)cc2)c(N2CCC(O)CC2)s1	0.0	-9	-4	11	2	-1	4	-40	-1	-12
CSc1nnc(-c2cccc(NC(=O)c3ccccc3)c2)n1C	-0.5	-42	-12	11	-3	5	4	-3	4	-11
COC(=O)c1cn(CC(=O)NCc2ccco2)c2ccccc12	-24	-35	-3	34	-2	3	-1	-53	-3	3
O=C(CNCc1ccc(F)cc1)Nc1ccc(C(=O)N2CCCCC2)cc1	-0.3	-17	0	10	0	2	3	-8	-2	-2
Cn1c(SCC(=O)NNC(=O)Cc2ccccc2)nnc1-c1ccc(Cl)cc1	-0.3	-11	4	30	-9	-5	-5	-19	-1	-4
C=CCn1c(SCC(=O)Nc2cc(OC)c(NC(=O)c3ccco3)cc2OC)nnc1-c1ccncc1	0.7	-35	5	-6	-1	-2	-7	15	-6	-8
CCOC(=O)c1c(O)c(O)c(C(=O)OCC)n1-c1ccccc1	-0.1	-31	15	20	-3	2	-11	13	0	10
CCCCOC(=O)c1nnc(-c2ccccc2)o1	-0.2	7	3	17	6	0	3	20	-2	3
COC(=O)C1=C(O)/C(=C/c2ccc(OCC(=O)Nc3ccccc3)cc2)N=C1C	0.3	2	-1	23	8	3	2	-15	0	0
CC(C)(C)c1ccc(OCCC(=O)OCC(=O)Nc2cccnc2Cl)cc1	-0.2	x	37	10	-14	x	x	-11	-10	-28
COc1cc(NS(=O)(=O)c2ccc(NC(=S)NC(=O)CC(C)C)cc2)nc(OC)n1	1.3	-17	4	7	15	-4	0	7	-6	14
COC(=O)C1=C(C)NC(=O)C1(NS(=O)(=O)c1ccc(NC(C)=O)cc1)C(F)(F)F (stereo not given)	0.6	-36	2	40	0	3	-4	6	-2	-12
COc1cc(/C=N/NC(=O)/C(=C/c2ccccc2)CCO)ccc1O	-0.8	-12	56*	14	0	2	2	-21	4	7
CCOC(=O)N1CC(=O)Nc2ccc(Br)cc2C1c1ccccc1 (stereo not given)	0.4	4	3	7	-9	0	1	0	16	11

# Next section; it opens with the 2 that closed the last part.
SMILES	HIF act	KLF5 inhibitor	Platelet DG rel	AI-2 QS modul	SKKanGAS inh	HSP90 inh	IEC-6 cytotox	aSyn UTR inh	HSF1 inhib	HSF-1 act
COc1cc(/C=N/NC(=O)/C(=C/c2ccccc2)CCO)ccc1O	-0.8	-12	56*	14	0	2	2	-21	4	7
CCOC(=O)N1CC(=O)Nc2ccc(Br)cc2C1c1ccccc1 (stereo not given)	0.4	4	3	7	-9	0	1	0	16	11
N=c1c2c(-c3ccccc3)c(-c3ccccc3)n(Cc3ccco3)c2ncn1Cc1ccccc1	2.7	-3	3	40	36	9	3	17	-3	15
COc1ccc(N2CCN(S(=O)(=O)c3ccc4c(c3)CCCC4)CC2)c([N+](=O)[O-])c1	-0.2	-11	3	15	1	-2	-2	-8	6	11
COc1ccc(CNC(=O)c2noc(C)c2[N+](=O)[O-])cc1	-0.2	-4	10	-47	6	2	-3	-6	-4	-9
Cc1ccc(C)c(Nc2nc(-c3ccncc3)nc3ccccc23)c1	0.6	-21	-1	14	15	0	-6	8	-4	6
CCOc1ccc(NC(=O)CCCCn2c(=O)[nH]c3ccsc3c2=O)cc1	-0.2	-14	0	37	1	-1	3	24	-6	-10
Cc1ccc(NC(=O)OCc2ccccc2S(C)=O)cc1 (stereo not given)	0.6	-34	8	-3	-6	-1	4	-24	0	-8
CN(CCCNC(=O)CCc1cn(C)c2ccccc12)C1CCCCC1	0.3	12	-7	-3	-3	-4	-2	-21	-3	10
COc1ncccc1-c1nnn(-c2ccccc2Br)n1	1.5	x	6	7	1	x	x	-88	4	12
Cn1c(SCC(=O)Nc2sc3c(c2C#N)CCC3)nnc1C1COc2ccccc2O1 (stereo not given)	-0.9	-9	6	23	15	3	-2	14	0	-15
O=C(O)c1cccc(Nc2nc(-c3ccccc3)nc3ccccc23)c1	-0.5	-47	6	15	14	-5	-1	32	-1	0

# Of the compounds above, these contain a CF3 group:
SMILES	HIF act	KLF5 inhibitor	Platelet DG rel	AI-2 QS modul	SKKanGAS inh	HSP90 inh	IEC-6 cytotox	aSyn UTR inh	HSF1 inhib	HSF-1 act
C#CC(C)OC(=O)Nc1cnccc1C(F)(F)F (stereo not given)	0.3	-20	-14	16	-4	-1	-3	5	-5	-12
CN(Cc1cnccn1)C(=O)c1cc(COc2cccc(C(F)(F)F)c2)on1	-2.2	-58	2	-93*	-2	-3	0	-19	-7	9
COC(=O)C1=C(C)NC(=O)C1(NS(=O)(=O)c1ccc(NC(C)=O)cc1)C(F)(F)F (stereo not given)	0.6	-36	2	40	0	3	-4	6	-2	-12

# (continued)
SMILES	HIF act	KLF5 inhibitor	Platelet DG rel	AI-2 QS modul	SKKanGAS inh	HSP90 inh	IEC-6 cytotox	aSyn UTR inh	HSF1 inhib	HSF-1 act
Cc1ccc(NC(=O)Cc2noc3ccccc23)nc1	-18	-6	-9	23	2	3	23*	-69	-1	11
COc1cc2c(cc1OC)n(CC(=O)NC1CCCCCC1)n1c(C)cc(=O)nc21	-0.5	-38	21	1	-1	0	1	-2	8	13
Cc1cc(Br)ccc1OCCOCCN1CCCC1	0.1	-68	4	19	1	-4	-3	2	-6	-2
COc1ccc(OCc2cc(C(=O)NCC3CCCCO3)no2)c(Cl)c1 (stereo not given)	2.3	-108	-11	14	-14	-6	-4	-152	6	26
CN(C)C(=O)c1ccc(NC(=O)c2sccc2-c2ccccc2)cc1	0.2	-5	-1	35	2	-3	4	6	-11	-6
CS(=O)(=O)Nc1ccc(-c2cc(/C=C3\SC(N)=NC3=O)c[nH]c2=O)cc1	-0.4	-19	-4	6	-1	-7	0	13	-8	-16
NNC(=O)CSc1ncc(-c2ccccc2)[nH]1	1.1	3	-5	27	5	1	-2	-33	-15	-2
C/C=C/c1ccc(OCCNCc2ccccc2)c(OC)c1	-0.3	-37	2	9	2	-2	-8	-8	2	-11
Cc1ccc(S(=O)(=O)N2C(=O)C(C)SC2=Nc2ccccc2)cc1 (stereo not given)	-0.1	-10	10	6	-4	2	1	7	-5	-14
CCOc1cc(-c2nc(C)c(C(C)=O)n2O)ccc1OCC(=O)Nc1ccccc1	-0.2	-21	1	-9	3	-2	2	10	9	0
CC1CCCC(C)N1C(=O)Cn1nnc(-c2ccccc2)n1 (stereo not given)	1.3	-18	-2	5	1	3	-1	-6	-9	-5
CC(=O)SCCC(=O)N1C(C)CCCC1C(=O)O (stereo not given)	0.1	-16	-8	-3	6	-1	4	-1	-1	-11
CN1CCN(c2nc(-c3ccc(C(C)(C)C)cc3)nc3ccccc23)CC1	-18	-68	4	30	22	54*	21	-5	-80*	-84
CC/C(=N\NC(=O)C(N)=O)c1ccccc1O	-0.4	5	12	-1	4	2	-6	0	-11	-30
Fc1ccc(CN2CCSCC2)cc1Br	-0.5	-20	4	21	-5	-3	-8	16	6	5
Cn1cccc1C(=O)NC(=O)COC(=O)c1cc(Cl)ccc1[N+](=O)[O-]	0.1	-20	-4	9	-19	1	-2	-21	-2	-6
COc1ccc2cc(CCl)c(Cl)nc2c1	-0.1	-12	-5	12	-2	4	1	-59	-1	-2
CC(=O)Nc1ccc(C(=O)N/N=C/c2cc(Br)cc(Br)c2O)cc1	3.6	-20	-6	36	22	0	-1	-8	14	50
C/C(=N\O)C(=O)NCc1ccccn1	0.0	1	2	18	1	-4	-4	-9	6	13
COc1ccc(N2CCN(c3ncnc4scc(-c5ccc(F)cc5)c34)CC2)cc1	0.0	-22	-6	-1	-6	-2	4	3	0	8

# Further results follow:
SMILES,HIF act,KLF5 inhibitor,Platelet DG rel,AI-2 QS modul,SKKanGAS inh,HSP90 inh,IEC-6 cytotox,aSyn UTR inh,HSF1 inhib,HSF-1 act
CCc1c(C(=O)NNC(=S)NCC2CCCO2)csc1C (stereo not given),0.5,2,-25,5,-12,5,4,-24,-1,15
S=C1SCN(Cc2ccccn2)CN1Cc1ccco1,x,-11,-9,16,-4,0,0,x,x,x
CCCCN1C(=O)N(C)C2NC(=O)NC21 (stereo not given),-26,-11,-1,27,13,-1,1,11,-5,-2
O=C(CC1NC(=O)NC1=O)Nc1cccc2ccccc12 (stereo not given),-0.1,16,10,31,-1,0,5,13,3,-5
CCCOc1ccc(C(=O)N2CCN(c3ccc(N)cc3Cl)CC2)cc1,-46,-11,-6,-13,1,-3,-3,-12,-3,15
CNS(=O)(=O)c1cccc(C(=O)OCC(=O)c2cc3ccccc3o2)c1,x,-43,x,-19,x,0,3,x,x,x
CCOC(=O)C1(Cc2cccc(OC)c2)CCN(C/C=C/c2ccccc2)CC1,0.0,-25,-3,23,-12,5,3,20,-5,-5
CN(CCC#N)C(=O)COc1ccc(Br)cc1Cl,1.6,8,-1,9,-3,4,0,-13,0,1
NC1=NN=C(N2N=C(c3ccc(Br)cc3)CC2(O)C(F)(F)F)n2ncnc2C1 (stereo not given),0.1,-17,3,4,2,3,4,-13,-4,27
Cn1c(Cc2cccs2)nnc1SCC(=O)Nc1ccc(F)cc1F,-0.8,x,-1,17,2,x,x,2,-2,2
O=C(O)c1ccccc1C(=O)Nc1ccccn1,-0.1,3,0,16,-9,4,0,7,-2,3
COC(=O)N/N=C(\CCC(=O)O)c1cccs1,0.4,-17,4,-21,-5,4,0,7,-3,-11
